Screening data from PubChem BioAssay.
JMJD2A Tudor: blocks the human JMJD2A Tudor domain | O75164 | AlphaScreen JMJD2A-Tudor / H3K4me3 peptide binding | Potency, µM (series often up to 114 µM), inactives show at the highest dose activity change, negative = inhibition, usual class: inhibitors | actives 4.4% (n = 390,000) | AID 504339; further: on the % scale 0 is the no-effect control and ±100 the full control effect; nearly all actives have a fitted effect of over 50% in size
POLI inh: inhibitors of human DNA polymerase iota. Pol iota fluorescent replication assay, 10 min. actives 1% (n = 390,000). AID 588590. Potency, µM (top dose mostly 115 µM), for the others: at the top dose activity, negative = inhibition, actives largely listed as inhibitors
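Fluorescent replication assay read twice, at 0 min and 10 min after adding 50 nM (final) substrate. Enzyme (10 nM) and compounds were first incubated 15 min at room temperature; enzyme-free buffer wells were negative controls.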
BAZ2B block: inhibitors of human BAZ2B bromodomain | Potency, µM (highest dose often 114 µM), without a hit: at the highest dose activity change, negative = inhibition, actives largely listed as inhibitors | AlphaScreen BAZ2B-H3K14Ac peptide displacement | actives 4.4% (n = 360,000); further: on the % scale 0 is the no-effect control and ±100 the full control effect; nearly all actives have a fitted effect of over 60% in size
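BAZ2B 50 nM plus b-H3(5-23)K14Ac 50 nM, PBS pH 7.4/0.01% Tween-20, 30 min RT; compound added (max 110 uM), 30 min RT; streptavidin donor/Ni-chelate acceptor beads 10 ug/mL final, 20 min dark; AlphaScreen read.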
POLH inh: DNA polymerase eta (human) inhibition. Q9Y253. recombinant Pol eta, fluorescent DNA replication assay. Potency, µM (titrated, usually from 114 µM), for inactives: at the top dose activity change, negative = inhibition, actives largely listed as inhibitors. actives 1.2% (n = 390,000). AID 588591; further: on the % scale 0 is the no-effect control and ±100 the full control effect
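Pol eta at 10 nM preincubated with compounds 15 min at room temperature; reaction started with fluorescent substrate (50 nM final) and read kinetically at 0 and 10 min.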
Pol kappa inh: DNA polymerase kappa (human) inhibition. actives 0.53% (n = 400,000). purified Pol kappa, fluorescent DNA synthesis assay, 10 min. Potency, µM (top dose mostly 107 µM), inactives show top-dose activity, negative = inhibition, usual class: inhibitors. Q9UBT6; further: on the % scale 0 is the no-effect control and ±100 the full control effect
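First, compounds were pin-transferred onto 10 nM Pol kappa. After 15 min at room temperature, substrate was added to 50 nM final. Fluorescence was then measured kinetically at 0 and 10 min.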
POLB inh: inhibitors of human DNA polymerase beta. P06746. Pol beta primer extension/strand displacement, fluorescence kinetic. Potency, µM (doses to about 114 µM), inactives show at the top dose activity change, negative = inhibition, usual class: inhibitors. actives 1.3% (n = 340,000); further: on the % scale 0 is the no-effect control and ±100 the full control effect
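Enzyme-only controls used 10 nM Pol beta; buffer lacking enzyme served as negative control. Compound preincubated 15 min, then 50 nM substrate added; 0 and 10 min reads at room temperature.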
BLM helicase inh: blocks DNA unwinding by human BLM helicase | recombinant BLM DNA unwinding, fluorescence dequenching | Potency, µM (top dose mostly 56.1 µM), for the others: at the highest dose activity change, negative = inhibition, hits mostly inhibitors | actives 0.2% (n = 350,000);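 further: plate controls were vehicle for no effect and no enzyme for full effect; nearly all actives have a fitted effect of over 35% in size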
APEX1 inh: inhibitors of human APE1 endonuclease | Potency, µM (top dose mostly 65.8 µM), for the others: at the top dose activity change, negative = inhibition, usual class: inhibitors | AID 2517 | P27695 | recombinant APE1, TAMRA/BHQ-2 abasic DNA cleavage fluorescence | actives 0.35% (n = 350,000);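 further: plate controls were vehicle for no effect and reference inhibitor for full effect; nearly all actives have a fitted effect of over 55% in size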
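Kinetic fluorescence read (525 ex/598 em nm, three reads 60 s apart) of AP-site incision; signal = third minus first read. Enzyme 0.75 nM, dual-labelled THF duplex 50 nM, compound preincubation 15 min RT.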
G9a inh: blocks human histone lysine methyltransferase G9a; Q96KQ7; G9a H3K9 monomethylation, AlphaScreen, 2 h; actives 8.8% (n = 350,000); Potency, µM (doses to about 102 µM), inactives show top-dose activity, negative = inhibition, usual class: inhibitors; further: on the % scale 0 is the no-effect control and ±100 the full control effect; nearly all actives have a fitted effect of over 75% in size
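Using a bead-based AlphaScreen, monomethylated H3K9 product from 2 h room-temperature reactions (G9a 20 nM, peptide 500 nM, SAM 20 uM) was detected with 0.5 ug/mL rabbit anti-H3K9me1 antibody.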
Numbers without * were called inactive; ? = inconclusive; . = no result given; [ ] = remark or other dose. The call rests on the fitted dose curve; in most records, active means well fitted curve in the direction sought with a large enough effect; inconclusive means small, poorly fitted or top-dose-only effect, or another doubt; inactive means no such curve, though single readings can be large; an effect the other way counts as inactive or inconclusive. Potency means the concentration at half of the fitted maximal effect.

item | Structure | JMJD2A Tudor | G9a inh | BAZ2B block | BLM helicase inh | POLI inh | APEX1 inh | POLB inh | POLH inh | Pol kappa inh
1 | CCOCCCNCC(=O)Nc1cc(S(=O)(=O)N2CCOCC2)ccc1N1CCOCC1 | -12% | . | . | . | 32% | 8% | . | -17% | -8%
2 | Cc1ccc2c(c1)cc(CN(Cc1ccco1)C(=O)N1CCOCC1)c1nnnn12 | -23% | ? | -13% | 2% | 45%[activator] | 1% | -1% | -20% | 3%
3 | COc1ccc(C2c3c(oc4ccc(F)cc4c3=O)C(=O)N2Cc2ccc3c(c2)OCO3)cc1 (configuration not stated) | -17% | 4%[59 µM] | ? | -11% | -8% | . | 4% | -13% | -22%
4 | CC(C)c1ccc(/C=C/C(=O)NC(=S)NN2CCOCC2)cc1 | -35% | -6% | 1% | -1% | 16% | 86%[activator] | 25% | -10% | 5%
5 | CC(C)C(NC(=O)C1(NC(=O)OCc2ccccc2)CCCC1)C(=O)O (configuration not stated) | -14% | . | . | . | 42%[activator] | . | . | -2% | -3%
6 | CC(=O)Nc1ccc(S(=O)(=O)NCC(=O)NNC(=O)COc2ccccc2Cl)cc1 | -27% | ? | 4% | . | 5% | -5% | . | 4% | 4%
7 | Cn1c(SCC(=O)NCC2CCCO2)nc2scc(-c3ccccc3)c2c1=O (configuration not stated) | -12% | 34%[activator][12.7 µM] | 3% | . | 25% | 24% | . | -21% | -9%
8 | O=c1[nH]c(-c2ccc(O)cc2)nc2scc(-c3cccs3)c12 | -10% | 5% | 3% | -8% | 13% | 0% | 6% | -15% | -25%
9 | CC(OC(=O)c1cccc([N+](=O)[O-])c1)C(=O)NCc1ccc2c(c1)OCO2 (configuration not stated) | -18% | 22% | -17% | -3% | -15% | 7% | 0% | 4% | -4%
10 | COCCNC(=S)NNC(=O)c1cccs1 | -10% | -9% | -30% | 1% | 7% | 1% | 12% | -7% | 5%
11 | O=C(CSc1ccccn1)N1CCNC1=O | -6% | . | . | . | 100%[activator] | 12% | . | -14% | -6%
12 | CCCOC(=O)c1cccc(NC(=O)c2c(-c3ccccc3Cl)noc2C)c1 | 12% | 0%[59 µM] | 11% | 0% | 2% | . | -9% | -27% | 5%[60.1 µM]
13 | CCc1nnc(NC(=O)c2ccc(S(=O)(=O)N3CCOCC3)cc2)s1 | 1% | ? | 5% | -1% | 42%[activator] | 0% | -3% | -7% | 5%
14 | COc1ccccc1C(=O)Nc1nc(-c2ccc3c(c2)OCCO3)cs1 | -23% | -7% | . | -7% | ? | -6% | ? | -7% | -18%
15 | CCCNC(=O)NS(=O)(=O)c1cnccc1Sc1ccc(Cl)c(Cl)c1 | -5% | ? | 41%[activator][57.1 µM] | -11% | 26% | 6% | -3% | -11% | -1%
16 | Cc1ccccc1NC(=O)c1ccccc1NC(=O)c1cccs1 | 4% | 13% | 3% | -3% | -14% | 8% | 3% | -12% | -4%
17 | Cc1ccccc1S(=O)(=O)N1[C@@H](c2ccccc2)C(C(=O)O)=CC[C@H]1c1ccc(Cl)cc1 | -11% | -11%[2.33 µM] | 6% | . | -5% | 44%[activator] | . | -8% | -13%
18 | COc1ccc(C(=O)O)nc1C | 5.6µM* | -11% | 15% | 0% | ? | -2% | -23% | -11% | -4%
19 | O=C(/C=C/c1ccco1)N1CCN(S(=O)(=O)/C=C/c2ccccc2)CC1 | -13% | 50µM* | ? | 4% | 94%[activator] | ? | 4% | -12% | -1%
20 | COc1ccc(/C=C(/C#N)c2nc(-c3ccc(-c4ccccc4)cc3)cs2)cc1OC | -23% | ? | -14% | -1% | 21% | . | 9% | -7% | -24%
21 | Cc1cc2c(c(=O)o1)C1O[C@](c3ccsc3)(Cc3cc(C#N)ccc31)O2 | . | 7%[2.33 µM] | ? | -13%[12.4 µM] | . | ? | 10µM* | . | .
22 | Oc1[nH]c2ccccc2c1N=Nc1ccc(F)cc1 | -2% | ? | -1% | 1% | -5% | 2% | 0% | -14% | -3%
23 | Cc1ccc2c(=O)cc(C(=O)Nc3ccc(S(=O)(=O)N4CCCC(C)C4)cc3)oc2c1C (configuration not stated) | -11% | -9%[59 µM] | -29% | -1% | -17% | . | 12% | -6% | -6%
24 | Cc1cccc(C)c1NC(=O)CCSCCc1ccccn1 | -1% | -5%[59 µM] | 6% | 0% | 14% | . | 93% | -9% | -7%[60.1 µM]
25 | N#Cc1ccc(Nc2nc(-c3ccc(O)cc3O)cs2)cc1C(F)(F)F | ? | 10%[0.501 µM] | ? | . | -14% | 12% | . | -10% | -5%
26 | CNc1nc(-c2ccc(C(=O)N(C)C)cc2)nc2ccccc12 | . | 6%[0.501 µM] | . | 3% | . | 2% | . | . | 6%[60.1 µM]
27 | NC(=O)CC(c1ccccc1)c1ccc2c(c1)OCO2 (configuration not stated) | -14% | 34% | -2% | 0% | 113%[activator] | -2% | 2% | -8% | -15%
28 | CC(C)(C)NC(=O)c1ccc2c(c1)C(=O)N(C1CCCCC1)C2=O | -8% | 7%[12.7 µM] | 9% | -3% | 6% | 1% | -11% | -7% | -5%
29 | COc1nccnc1NS(=O)(=O)c1ccc(N=Cc2c(C)[nH]n(-c3ccccc3)c2=O)cc1 | -21% | 56µM* | ? | -1% | -8% | 3% | 17% | -10% | -3%
30 | Cc1nnc(C)n1-c1ccc(C(=O)Nc2cccc(Br)c2)cc1 | -7% | 0%[59 µM] | 2% | 0% | 42%[activator] | . | 1% | -13% | 0%[60.1 µM]
31 | CC1(c2ccccc2)NC(=O)N(Cc2ccc([N+](=O)[O-])cc2)C1=O (configuration not stated) | -11% | 22%[59 µM] | -31% | -3% | 20% | 5% | -4% | -20% | -20%
32 | COc1ccc(OC)c(NC(=O)C2CCCN2C(=O)NC2CCCCC2)c1 (configuration not stated) | 1% | -29% | -10% | -3% | -4% | 8% | -10% | -8% | -8%
33 | CCOC(=O)c1cnn2cc(-c3[nH]ncc3[N+](=O)[O-])cnc12 | -4% | ? | 0% | 1% | 0% | -5% | 7% | ? | -2%
34 | CN(C)c1ccc(NC(=O)Nc2cccc(Cl)c2)cc1 | ? | 1.1µM* | 40µM* | -6% | 2% | -4% | -27% | -7% | -2%
35 | O=C(CN1C(=O)NC2(CCCC2)C1=O)Oc1ccc2ccc(=O)oc2c1 | -14% | 5%[12.7 µM] | -6% | . | 7% | -3% | . | -7% | 10%
36 | CCC1CCCCN1C(=O)CSc1nnc(-c2ccco2)o1 (configuration not stated) | -19% | ? | 0% | -5% | 29% | 3% | -19% | 14% | -7%
37 | CCCN(CC(=O)Nc1ccccc1OC)C(=O)c1ccc(S(=O)(=O)Nc2ccccc2OC)cc1 | -21% | . | . | . | -20% | . | . | -6% | -15%
38 | CCc1ccccc1NC(=S)NCC1CCN(c2ccc(OC)cc2)C1 (configuration not stated) | 35µM* | ? | 22µM* | -6% | 2% | 8% | -20% | -14% | 9%
39 | COc1ccccc1C(=O)Oc1ccc2ccc(=O)oc2c1 | -15% | 8% | -16% | -4% | ? | 9% | 1% | 1% | -15%
40 | COc1ccc(C(=O)N[C@H](C(=O)NCC2CCCCC2)C(C)C)cc1 | 3% | -1% | ? | -3% | 16% | -1% | -9% | -13% | -15%
41 | O=C(Cc1coc2cc3c(cc12)CCC3)NCC1(N2CCCCC2)CCCCC1 | -23% | ? | -7% | -3% | 5% | 1% | -15% | -4% | -7%
42 | CCc1ccc(NC(=S)Nc2ccc3[nH]c(=O)[nH]c3c2)cc1 | -20% | ? | -21% | -5% | 11% | 2% | 0% | 2% | -10%
43 | Clc1ccc(C=NN2CCCCCC2)cc1 | 35µM* | . | . | . | 81%[activator] | . | . | -5% | -7%
44 | O=C(CN1CCCN(Cc2ccccc2F)S1(=O)=O)Nc1ccc(F)c(Cl)c1 | -7% | 7%[59 µM] | -2% | -9% | 23% | . | -1% | -7% | -8%
45 | C/C(=N\N1C(=O)c2ccccc2NC1c1ccccc1)c1ccccc1O (configuration not stated) | -4% | 14% | -25% | 0% | 11% | -1% | -18% | -10% | 1%
46 | Cc1cccc(N2CCN(C(=O)c3ccc4c(c3)CCN4S(C)(=O)=O)CC2)c1C | -9% | . | ? | -7% | 42%[activator] | -5% | 34% | -19% | -4%
47 | CCCc1nc(N2CCOCC2)c2sc(=S)n(-c3ccccc3)c2n1 | . | 16% | -2% | 2% | . | -6% | 46% | . | .
48 | CCc1cc2c(=O)c(-c3ccon3)c(N)oc2cc1OC | -21% | -4% | 0% | -9% | -9% | -2% | 15% | 11% | -4%
49 | COc1ccc2[nH]c(CN3CCN(C(C)C)C(CCO)C3)c(C)c2c1 (configuration not stated) | -21% | . | 3% | -5% | 31%[activator] | 5% | 2% | -18% | -3%
50 | Cn1c(CSc2ncn[nH]2)nc2ccccc21 | -32% | 62%[activator] | -6% | 2% | 16% | 3% | 10% | -5% | -16%
51 | Cc1cc2c3c(c1C)C1(C(=O)N3C(C)(C)CC2C)C(C#N)=C(N)Oc2n[nH]c(C)c21 (configuration not stated) | -22% | 12%[59 µM] | -6% | -2% | -16% | -4% | -4% | -11% | -3%
52 | c1csc(-c2ccc(N3CCOCC3)nn2)c1 | -6% | -2% | -8% | -3% | -17% | 20% | 3% | -3% | -14%
53 | CCc1cc(=O)oc2cc(C)c3c(-c4ccc(F)cc4)coc3c12 | -1% | -4%[59 µM] | -2% | -1% | -2% | . | 9% | -12% | -6%
54 | Cc1cc(C)c(S(=O)(=O)N2CCCC(C(=O)NCc3cccnc3)C2)c(C)c1 (configuration not stated) | 1% | -19% | -5% | 1% | 2% | -5% | 15% | -5% | -1%
55 | Cc1cc(NC(=O)COC(=O)c2n[nH]c3ccccc23)no1 | -13% | 1% | -1% | 1% | -3% | 2% | 10% | 5% | -4%
56 | Cc1ccnc2nc(C(=O)OCCOc3ccc(Cl)cc3)nn12 | -11%[11.4 µM] | -48% | . | -2% | 52%[activator] | 3% | ? | -4% | -9%

In the list so far, 3 contain a COOH group:
item | Structure | JMJD2A Tudor | G9a inh | BAZ2B block | BLM helicase inh | POLI inh | APEX1 inh | POLB inh | POLH inh | Pol kappa inh
5 | CC(C)C(NC(=O)C1(NC(=O)OCc2ccccc2)CCCC1)C(=O)O (configuration not stated) | -14% | . | . | . | 42%[activator] | . | . | -2% | -3%
17 | Cc1ccccc1S(=O)(=O)N1[C@@H](c2ccccc2)C(C(=O)O)=CC[C@H]1c1ccc(Cl)cc1 | -11% | -11%[2.33 µM] | 6% | . | -5% | 44%[activator] | . | -8% | -13%
18 | COc1ccc(C(=O)O)nc1C | 5.6µM* | -11% | 15% | 0% | ? | -2% | -23% | -11% | -4%

The list is partial; rates above refer to the full screens.
